Source: PubChem
PfHsp90 yeast 2 – inhibits growth of yeast expressing Plasmodium falciparum Hsp90 | S. cerevisiae expressing PfHsp90, BacTiter-Glo ATP, 48 h; yeast lacking PDR1 and PDR3 efflux regulators | inhibition, % at 9.4 µM | 0.32% of 310,000 active | AID 504621;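 active means every replicate shows inhibition above about 80%, whatever the replicate mean, limit read from the data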;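 further: 0% = DMSO neutral controls and 100% = 20 µM radicicol positive controls; yeast relying on Plasmodium falciparum Hsp90 in place of its own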
dFosB activator – activators of mouse delta FosB homodimer | P13346 | purified delta FosB, TAMRA-CDK5 oligo fluorescence polarization; percent of positive-control signal above neutral wells | activation, % at 25 µM | 0.99% of 340,000 active | AID 493131;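 active means mean activation above about 17%, with every replicate also reaching it, limit read from the data, passing the limit was not always enough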;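 further: fluorescence polarization rise as delta FosB binds a TAMRA Cdk5 AP-1 oligo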
cardiac RTF act – cardiac RTF calcium sensitization | P19429+P45379 | IANBD-labeled TnC RTF fluorescence at EC20 calcium; 0% EC20 calcium, 100% full calcium | activation, % at 7.2 µM | 0.24% of 340,000 active | AID 493008;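 active means activation above the mean over all tested compounds plus 3 SD, cut at about 30% in these data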;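 further: rise in fluorescence read as greater calcium sensitivity of cardiac thin filaments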
Rtt109 HAT inh – inhibitors of Candida albicans Rtt109/Vps75 histone acetyltransferase; Q5AAJ8; purified Rtt109/Vps75, ThioGlo CoA-SH fluorescence, 4 h; inhibition, % at 34.9 µM; 0.16% of 330,000 active; AID 540336;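 active means inhibition of at least 50% in every replicate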
Target sequence (Q5AAJ8 whole entry, looked up): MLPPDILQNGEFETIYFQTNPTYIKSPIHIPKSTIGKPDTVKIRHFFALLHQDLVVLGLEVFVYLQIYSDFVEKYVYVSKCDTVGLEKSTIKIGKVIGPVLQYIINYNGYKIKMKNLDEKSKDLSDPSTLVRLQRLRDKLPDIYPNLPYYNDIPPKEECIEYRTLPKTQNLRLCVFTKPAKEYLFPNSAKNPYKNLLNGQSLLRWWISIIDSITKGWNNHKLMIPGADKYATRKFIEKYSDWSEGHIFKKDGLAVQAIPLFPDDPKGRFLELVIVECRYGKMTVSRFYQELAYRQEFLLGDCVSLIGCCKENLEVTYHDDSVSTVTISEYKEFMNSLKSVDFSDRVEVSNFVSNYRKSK
Keap1 Nrf2 FP – inhibitors of human Keap1-Nrf2 protein-protein interaction | Q14145 | Keap1 Kelch-Nrf2 peptide fluorescence polarization, 1536-well | inhibition, % at 9.4 µM | 0.15% of 340,000 active | AID 504523; in the data active means inhibition above about 12%;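 further: human Keap1 Kelch domain with fluorescein labeled Nrf2 9mer peptide probe; 0% = neutral control wells and 100% = peptide positive control; higher means more block of Keap1 binding to Nrf2 peptide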
Target sequence (Q14145 whole entry, looked up, the tested form may be a part): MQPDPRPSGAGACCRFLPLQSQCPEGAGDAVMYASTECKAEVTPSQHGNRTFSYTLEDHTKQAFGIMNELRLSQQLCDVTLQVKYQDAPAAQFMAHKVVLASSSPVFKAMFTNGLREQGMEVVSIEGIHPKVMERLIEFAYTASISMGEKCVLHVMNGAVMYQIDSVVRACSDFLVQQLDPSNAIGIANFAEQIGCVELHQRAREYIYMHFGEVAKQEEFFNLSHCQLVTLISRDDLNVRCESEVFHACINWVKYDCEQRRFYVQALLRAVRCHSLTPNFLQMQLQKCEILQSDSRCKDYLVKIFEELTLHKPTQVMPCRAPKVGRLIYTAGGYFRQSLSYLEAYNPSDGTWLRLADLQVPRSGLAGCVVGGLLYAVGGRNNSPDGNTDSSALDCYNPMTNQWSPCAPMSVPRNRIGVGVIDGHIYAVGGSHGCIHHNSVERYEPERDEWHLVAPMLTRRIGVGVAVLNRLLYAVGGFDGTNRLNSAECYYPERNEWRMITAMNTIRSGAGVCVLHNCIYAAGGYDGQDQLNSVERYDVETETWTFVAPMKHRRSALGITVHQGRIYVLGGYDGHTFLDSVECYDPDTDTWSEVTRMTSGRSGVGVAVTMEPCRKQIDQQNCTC
Cardiac RTF inh – cardiac RTF calcium desensitization; IANBD-labeled cardiac RTF, Ca2+ fluorescence; inhibition, % at 7.15 µM; 0.12% of 340,000 active;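 active means inhibition above the mean inhibition of all tested compounds plus 3 SD, cut at about 17% in these data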;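 further: assay run at fixed EC70 calcium of 1.6 mM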
LANA DNA inh – KSHV C-LANA DNA binding inhibition; MBP-C-LANA/FAM-LBS DNA binding, fluorescence polarization; inhibition, % at 9 µM; 0.078% of 340,000 active; AID 504423;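 active means highest replicate inhibition at or above 60% at 9 µM, even if other replicates fall short; inactive means all replicates below 60% inhibition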;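 further: 0% = neutral control wells and 100% = 4 µM acridine orange control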
Mot1-301 SUMO – SUMOylation pathway inhibition by Mot1-301 growth rescue. growth rescue, % at 18.8 µM. AID 2716. S. cerevisiae Mot1-301 growth rescue, ATP luminescence, 38.5C; percent above DMSO median, 100 means doubled. 1% of 320,000 active;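 active means every valid replicate shows activation above 250% relative to neutral control wells; inactive means the rest, any valid replicate at or below 250%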;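 further: OY570 slx delta 5 strain wells were the positive control but not used for scaling; some compounds called inactive have numbers as strong as hits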
NSD2 inh – blocks human histone methyltransferase NSD2. NSD2 peptide methylation, AlphaScreen, 120 min. O96028. inhibition, % at 12.5 µM. 0.54% of 310,000 active; in the data active means inhibition above about 50%
CDK5 p35 inh – blocks human CDK5/p35 kinase activity | Recombinant CDK5/p35, ADP-Glo luminescence, 60 min | inhibition, % at 10 µM | Q00535+Q15078 | 0.01% of 330,000 active;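 active means highest replicate inhibition of at least 50% and at least 75% of replicates reaching 50%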;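 further: plate controls were DMSO neutral control for no effect and GW8510 at 10 µM for full effect; many of its hits are not listed in these tables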
PvdQ acylase – blocks Pseudomonas aeruginosa PvdQ acylase activity | inhibition, % at 10 µM | purified PvdQ acylase, fluorescence plate reader | 0.063% of 340,000 active; in the data active means inhibition above about 30%, passing the limit was not always enough;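 further: 0% = vehicle neutral wells and 100% = reference inhibitor wells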
Active calls of the source: *; x = no result given.

Values run as follows: PvdQ acylase	dFosB activator	Mot1-301 SUMO	Keap1 Nrf2 FP	Rtt109 HAT inh	CDK5 p35 inh	LANA DNA inh	NSD2 inh	Cardiac RTF inh	cardiac RTF act	PfHsp90 yeast 2
1	O=C(c1ccco1)N1CCN(Cc2nc(Cc3ccccc3)no2)CC1
    1.8	2.4	-7.7	-4.1	9.8	-0.2	0.0	-7.3	3.6	-6.8	18.4
2	Cc1ccc(C(=O)N/N=C/c2sc(=O)n(Cc3cccc(C(=O)O)c3)c2Cl)cc1
    -6.6	-7.3	-13.3	-0.4	0.5	1.6	-1.1	2.8	0.8	6.4	-25.6
3	COc1ccccc1/C=C/C=N/NC(=O)c1ccco1
    -14.9	3.8	199.2	-2.2	1.8	-0.2	0.1	-1.3	-2.4	1.9	9.9
4	CCOc1cc(/C=C2\SC(=S)N(NS(=O)(=O)c3ccc(C)cc3)C2=O)ccc1O
    3.6	7.5	33.1	-11.8	2.3	-1.6	-23.8	22.3	-3.5	1.2	-23.4
5	CCOc1ccc(NC(C)=O)cc1
    -13.4	1.3	2.6	-3.2	3.4	-0.7	2.9	x	-16.1	5.2	-10.2
6	CC1CCN(c2nc(/C=C/c3ccccc3)nc3ccccc23)CC1
    -13.6	-14.3	185.7	-2.9	-3.2	-7.2	1.4	-2.4	-2.1	3.7	7.6
7	CCSC1=NCCN1C(=O)c1c(-c2ccccc2Cl)noc1C
    -1.8	5.1	3.2	0.2	-1.8	0.5	-0.1	-2.9	-4.6	-1.6	-15.8
8	CCN(C[C@H]1N[C@@](C)(C(=O)OC)[C@H]2C(=O)N(C)C(=O)[C@@H]12)S(=O)(=O)c1ccc(-c2ccccc2)cc1
    -11.9	-9.7	-15.1	-0.5	-4.6	-0.9	1.5	x	-3.8	7.7	0.6
9	OC(COc1ccc2ccccc2c1)Cn1cncn1 (stereo not given)
    -12.5	0.0	1.0	-5.1	4.6	-2.1	0.1	-1.1	-3.0	6.2	3.3
10	Cc1ccccc1C(=O)Nc1c2c(nc3ccccc13)CCCC2
    -9.4	1.1	4.3	-2.4	1.9	1.1	-0.6	-0.4	1.7	-2.7	-30.3
11	NC(=S)NNC(=O)/C(=C/c1ccc(Br)cc1)NC(=O)c1ccccc1
    -17.6	-5.2	27.8	-3.4	3.0	-1.7	0.7	1.3	-10.3	9.2	-36.1
12	COc1cc(NC(=O)c2nccnc2C(=O)O)cc(OC)c1
    -8.1	0.9	2.8	-0.3	-3.0	1.1	-0.4	x	-8.4	0.1	27.9
13	C/C1=C\CCC2C(/C=C(\C)CC1)OC(=O)C2CN1CCCCC1 (stereo not given)
    -6.3	5.2	12.9	-6.6	13.4	-0.9	-0.8	-0.6	4.7	-3.1	-9.5
14	O=C(CSc1n[nH]c(=O)[nH]c1=O)c1ccc(Cl)cc1Cl
    -5.3	-8.1	122.7	-0.3	11.7	0.4	-6.8	-0.7	-0.3	-1.9	5.5
15	O=C(CCN1C(=O)c2ccccc2C1=O)NCc1ccc(F)cc1
    10.1	-0.3	-29.3	-3.4	9.7	1.2	x	-2.0	-8.2	-3.8	2.9
16	CS(=O)(=O)N(CC(=O)Nc1ccc(S(=O)(=O)N2CCCC2)cc1)c1cccc(F)c1
    1.4	-5.2	-22.6	0.7	6.2	1.4	0.4	-7.4	9.6	-4.3	-15.1
17	O=C(Nc1cccc(-c2cccc(F)c2)c1)C1CCN(C2CCC2)CC1
    -12.6	-9.3	x	2.2	1.4	x	1.2	-0.6	-11.6	0.1	-1.1
18	CC(NS(=O)(=O)c1ccc(Cl)cc1)C(c1cccs1)N1CCN(C)CC1 (stereo not given)
    -12.9	6.2	-28.9	1.2	2.5	-2.8	0.8	3.8	-2.7	1.4	-8.8
19	COc1ccc(NCc2ccsc2)cc1
    1.7	2.4	-9.2	4.2	-5.8	-1.5	1.0	3.7	-5.1	1.0	-5.4
20	C=CCn1c(SCC(=O)NCCCC(=O)OCC)nc2scc(-c3ccco3)c2c1=O
    -5.2	-10.9	9.3	-9.9	4.5	0.4	-0.6	-0.5	-6.4	1.7	11.6

Full records, looked up by structure. Order of values: PvdQ acylase | dFosB activator | Mot1-301 SUMO | Keap1 Nrf2 FP | Rtt109 HAT inh | CDK5 p35 inh | LANA DNA inh | NSD2 inh | Cardiac RTF inh | cardiac RTF act | PfHsp90 yeast 2
Shown for O=C(CCN1C(=O)c2ccccc2C1=O)NCc1ccc(F)cc1 = 10.1 | -0.3 | -29.3 | -3.4 | 9.7 | 1.2 | x | -2.0 | -8.2 | -3.8 | 2.9
Shown for NC(=S)NNC(=O)/C(=C/c1ccc(Br)cc1)NC(=O)c1ccccc1 = -17.6 | -5.2 | 27.8 | -3.4 | 3.0 | -1.7 | 0.7 | 1.3 | -10.3 | 9.2 | -36.1

(further entries)
Values run as follows: PvdQ acylase	dFosB activator	Mot1-301 SUMO	Keap1 Nrf2 FP	Rtt109 HAT inh	CDK5 p35 inh	LANA DNA inh	NSD2 inh	Cardiac RTF inh	cardiac RTF act	PfHsp90 yeast 2
21	O=C(Nc1ccc(-c2ccc(N3CCCCC3)nn2)cc1)c1ccco1
    3.4	-7.5	66.0	2.0	0.7	1.1	0.7	32.3	0.0	8.9	x
22	Cc1ccc(C)c2[nH]c(=O)c(CCNC(=O)CC(C)C)cc12
    -0.4	-7.1	-4.5	3.5	2.0	0.3	-2.6	x	-1.8	2.3	23.6
23	Cc1cc(-c2ccccc2)nc2cc(C(=O)OC(C)C)nn12
    -9.0	-16.0	0.3	-1.7	-2.6	0.3	0.1	-11.3	-1.9	-2.9	-31.7
24	COc1ccc(C(=O)NC2CCCc3c2cnn3-c2ccccc2F)cc1OC (stereo not given)
    -9.9	-6.7	-4.4	0.2	-3.6	1.7	0.7	-2.2	-5.0	1.1	1.1
25	Cc1c(-c2cc(C(=O)O)on2)cnn1C
    -3.1	6.7	173.6	3.5	5.4	2.2	10.9	-8.2	5.5	0.8	6.0
26	CCn1nnnc1NCc1ccc(SC)cc1
    6.4	-3.3	-18.8	-2.4	-1.8	0.1	2.0	-1.1	-9.6	-0.1	2.4
27	COc1ccc(C(CC(=O)Nc2ccccn2)N2Cc3ccccc3C2=O)cc1OC (stereo not given)
    -5.5	-0.7	-18.0	1.5	-3.6	-1.6	2.1	3.7	-1.2	0.3	25.7
28	COC(=O)CCN(C)CCC(=O)OC
    0.5	3.3	24.5	-4.8	13.0	-1.8	1.0	-1.8	-1.2	-5.2	-5.7
29	O=c1cc(Nc2ccc3c(c2)OCCO3)[nH]c(=O)n1Cc1ccc(F)cc1
    -4.0	-8.0	4.0	-5.1	1.2	-1.0	-0.7	6.4	2.9	11.4	-12.2
30	C=CCSC1=C(C#N)C(c2ccccc2C)CC(=O)N1 (stereo not given)
    -5.9	-2.0	-21.5	-3.1	-22.1	3.1	-1.5	-0.1	-2.4	-3.8	-4.6
31	CC1CCN(C(=O)CCNC(=O)Cn2cnc3sc4c(c3c2=O)CCCC4)CC1
    20.6	-6.2	x	2.6	1.1	0.5	1.3	x	2.0	-11.0	-19.7
32	Cc1ccc(C)c(NC(=O)COC(=O)Cc2ccsc2)c1
    4.5	-4.5	-12.9	-3.2	14.8	0.4	-0.8	-4.1	-4.3	16.5	-5.1
33	COc1cccc(CSc2nc3ccccc3cc2C=O)c1
    0.1	-4.6	-17.4	5.1	-10.1	0.7	-0.7	-0.3	-1.3	-1.7	-10.5
34	CCN(CC)S(=O)(=O)c1ccc(N2CCCC2)c(NC(=O)Cc2cc(OC)c(OC)c(OC)c2)c1
    -4.7	-16.2	-8.8	-5.8	3.1	-0.2	-0.9	8.7	-11.6	-4.8	-11.3
35	Cc1nnc(SC(C)C(=O)Nc2nccs2)s1 (stereo not given)
    -9.3	0.2	4.8	-4.0	-0.5	-4.7	0.0	0.5	-2.5	7.5	-12.9
36	Cc1ccc(Cc2c(C)nc3nc(SCC(=O)NCCCN4CCOCC4)nn3c2C)cc1
    -14.3	-20.0	-10.7	-2.4	-3.2	-0.2	0.6	1.3	-4.0	5.0	-6.7
37	CN(C)CCNC(=O)/C(=C/c1ccc(-c2cccc(Cl)c2)o1)NC(=O)c1ccccc1
    -2.1	-2.7	15.3	-1.8	-1.1	0.3	-0.9	2.8	-7.5	-0.2	-7.4
38	O=C1CC(c2ccccc2)CC(O)=C1C=Nc1cccc(Cl)c1 (stereo not given)
    3.3	-4.7	82.0	-2.6	4.0	-0.8	2.2	7.4	-7.2	0.2	105.4*
39	O=[N+]([O-])c1ccc(Sc2ncccn2)c([N+](=O)[O-])c1
    -7.8	2.1	-23.1	-1.9	3.2	0.7	-0.3	11.8	x	x	-37.9
40	C/C(=N\NC(=O)c1ccccc1F)c1ccc(C#N)cc1
    -9.1	-4.7	-0.1	-1.0	1.7	1.9	0.4	x	3.0	0.4	-29.8
41	CN(C)C(CNc1nnnn1-c1ccccc1)c1ccco1 (stereo not given)
    -5.0	-0.6	-15.8	-3.7	9.8	-1.4	0.3	1.9	-5.8	4.4	-15.4
42	CCN(CC)CCNC(=O)CCc1nn(C)c(=O)c2ccccc12
    -5.1	-3.0	-0.7	3.5	5.4	2.4	-1.0	25.3	-1.5	3.0	11.6
43	CC(NC(=O)CSCc1ccc(Br)cc1)c1ccccc1 (stereo not given)
    -3.9	2.3	19.8	1.7	-10.5	1.8	-0.3	-5.9	-8.3	-5.3	x
44	CCO[C@H]1OC(C(=O)NC2CC2)=C[C@@H](C2CC2)[C@@H]1CCCO
    -6.7	4.1	11.7	-0.1	0.6	-0.6	-2.1	x	-8.1	3.7	-14.0
45	Nc1n[nH]c(-c2ccccc2)c1-c1ccccc1
    -6.4	-5.3	34.8	-4.4	-13.5	0.1	1.6	0.1	-4.0	-2.3	2.5
46	CCOc1ccc(/C=N/Nc2nncc(-c3ccccc3)n2)cc1OC
    -11.9	2.7	999.4*	-5.2	4.3	-0.5	0.0	-4.3	-1.4	13.6	-20.2
47	O=C1CC(N2CCN(c3ccc(F)cc3)CC2)C(=O)N1c1ccc2c(c1)OCO2 (stereo not given)
    -8.4	3.7	-0.1	3.8	-7.4	-0.1	1.4	0.5	7.3	-1.5	6.1
48	Cn1cnnc1SCC(=O)NCCc1ccc(Cl)cc1Cl
    -11.5	-7.0	-6.7	-3.6	2.0	-0.4	-0.9	-3.8	-11.8	6.7	-15.5

4 compounds already listed, arranged by molar mass, high to low.
Values run as follows: PvdQ acylase	dFosB activator	Mot1-301 SUMO	Keap1 Nrf2 FP	Rtt109 HAT inh	CDK5 p35 inh	LANA DNA inh	NSD2 inh	Cardiac RTF inh	cardiac RTF act	PfHsp90 yeast 2
43	CC(NC(=O)CSCc1ccc(Br)cc1)c1ccccc1 (stereo not given)
    -3.9	2.3	19.8	1.7	-10.5	1.8	-0.3	-5.9	-8.3	-5.3	x
48	Cn1cnnc1SCC(=O)NCCc1ccc(Cl)cc1Cl
    -11.5	-7.0	-6.7	-3.6	2.0	-0.4	-0.9	-3.8	-11.8	6.7	-15.5
44	CCO[C@H]1OC(C(=O)NC2CC2)=C[C@@H](C2CC2)[C@@H]1CCCO
    -6.7	4.1	11.7	-0.1	0.6	-0.6	-2.1	x	-8.1	3.7	-14.0
41	CN(C)C(CNc1nnnn1-c1ccccc1)c1ccco1 (stereo not given)
    -5.0	-0.6	-15.8	-3.7	9.8	-1.4	0.3	1.9	-5.8	4.4	-15.4
